Screens (PubChem)
Akt phos inh: inhibitors of Akt phosphorylation; Neuro2A IGF-stimulated pAkt S473 HTRF, 20 min; hits give low values; activity change, % for hits at 50 µM; 360,000 compounds, 0.32% hits; in the data active = activity change below about -80%; inconclusive = mostly about -51% to -80%; also: % is scaled to controls: 0 for no effect and ±100 for the full control effect
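Neuro2A cells (4,500/well, DMEM with 0.5% FBS) were treated with compound at a single 50 µM final concentration, stimulated with 6 nM IGF for 20 min at 37 °C, and lysed. Phospho-Akt Ser473 was read by HTRF as 665/615 ratio ×10^4.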
FUS yeast rescue: rescues growth of FUS-expressing yeast; 390,000 compounds, 0.24% hits; S. cerevisiae FUS-expressing, growth rescue, OD600, 24 h; AID 1347120; Potency, µM (titrated, usually from 76.6 µM), for the others: at the top dose growth rescue (activation), actives largely listed as activators;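 also: potency is read from the fitted curve at half-maximal effect; plate controls were DMSO vehicle for no effect and reference control for full effect; nearly all actives have a fitted effect of over 55% in size; some results filed as inactive show a strong effect at the top dose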
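Toxicity suppression screen in FUS-yeast. Cells induced with 2% galactose, starting OD 0.005, treated 24hr at 30C with compounds at multiple final concentrations; growth by OD600.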
Abeta rescue: A-beta toxicity reversal in yeast. yeast expressing A-beta42, growth rescue, OD600, 48 h; response scale: 0% DMSO, 100% iron-clioquinol control. Potency, µM (highest dose often 46.1 µM), inactives show at the top dose growth rescue, most hits filed as activators. 410,000 compounds, 0.063% hits. AID 1347071; also: potency is read from the fitted curve at half-maximal effect; nearly all actives have a fitted effect of over 55% in size
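Yeast A-beta toxicity model in growth medium with pinned compounds, 48 h at 30 C; growth read as absorbance at 600 nm. Normalized to FeCl3/clioquinol equimolar mix (positive) and DMSO (negative).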
TDP-43 yeast inh: rescues yeast growth from TDP-43 toxicity | 410,000 compounds, 1.8% hits | Potency, µM (top dose mostly 46.1 µM), for inactives: at the highest dose growth rescue (activation), most hits filed as activators | AID 652104 | TDP-43 expressing yeast growth rescue, BacTiter-Glo, 24 h; also: potency is read from the fitted curve at half-maximal effect; % of control where 0% means no effect; nearly all actives have a fitted effect of over 50% in size
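Readout is BacTiter-Glo luminescence of cell growth, so inhibitors register as activators. TDP-43-expressing yeast at OD600=0.02 in galactose medium, after raffinose pregrowth to mid-log, were incubated with compound for 24 hr at 30 deg C.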
D3 antag: D3 dopamine receptor (human) antagonism; P35462; AID 652054; max response, negative = inhibition, %; 360,000 compounds, 2.5% hits; D3R cells, DiscoveRx beta-arrestin luminescence, antagonist mode; hits give low values; in the data active = max response below about -50%; inconclusive = no clear call, values can overlap the other calls; also: % is scaled to controls: 0 for no effect and ±100 for the full control effect; mostly tested at two doses, the higher about 12 µM
Target sequence (P35462 whole entry, looked up): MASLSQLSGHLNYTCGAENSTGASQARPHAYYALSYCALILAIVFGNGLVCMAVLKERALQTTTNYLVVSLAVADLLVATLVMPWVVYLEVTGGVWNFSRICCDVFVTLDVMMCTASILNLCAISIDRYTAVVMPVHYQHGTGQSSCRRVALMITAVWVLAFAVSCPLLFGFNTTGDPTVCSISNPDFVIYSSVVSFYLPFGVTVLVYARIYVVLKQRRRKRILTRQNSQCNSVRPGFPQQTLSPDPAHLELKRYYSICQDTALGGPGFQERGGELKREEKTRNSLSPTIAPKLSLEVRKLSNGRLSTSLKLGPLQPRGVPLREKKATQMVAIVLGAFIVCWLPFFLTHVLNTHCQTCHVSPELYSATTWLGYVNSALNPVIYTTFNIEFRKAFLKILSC
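Cells expressing the human receptor were seeded at 1500 cells/well, incubated overnight at 37 degrees C in 5% CO2, then exposed to library compounds with dopamine controls for 90 minutes at 37 degrees C before luminescent detection.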
PTHR1 ag: PTHR1 (human) receptor agonism | 410,000 compounds, 0.075% hits | Q03431 | Potency, µM (titrated, usually from 115 µM), for inactives: at the highest dose activation, usual class: activators | AID 743266 | HEK293 GP2 PTHR1 cells, GloSensor cAMP luminescence, 1 h; also: potency is read from the fitted curve at half-maximal effect; nearly all actives have a fitted effect of over 55% in size; some results filed as inactive show a strong effect at the top dose; inactives centre near -15; many of its hits are not listed in these tables
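HEK-293-derived GP2 cells expressing PTHR1 and a GloSensor cAMP reporter, 3,000/well, plated overnight, given luciferin plus IBMX (each 0.5 mM as added) for 1 h at 37 °C, then compound for 1 h at 37 °C. Luminescence was read after 15 min at room temperature.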
aSyn yeast inh: rescues yeast growth from alpha-synuclein toxicity; Yeast expressing alpha-synuclein, growth rescue, BacTiter-Glo, 24 h; Potency, µM (series often up to 46.1 µM), inactives show at the top dose growth rescue (activation), usual class: activators; 370,000 compounds, 0.14% hits; AID 652106; also: potency is read from the fitted curve at half-maximal effect; % of control where 0% means no effect; nearly all actives have a fitted effect of over 65% in size
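Galactose-induced alpha-syn yeast (OD600=0.02, raffinose-pregrown) + pinned cpd, 24 hr, 30 deg C; growth by BacTiter-Glo luminescence. Growth restoration scores as activation.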
GLP-1R inv ag: acts as inverse agonist at human GLP-1 receptor; HEK293 GLP-1R CRE-luciferase, luminescence, 24 h; GLP-1R form is constitutively active; Potency, µM (series often up to 38.3 µM), for inactives: at the highest dose activity change, negative = inhibition, actives largely listed as inhibitors; P43220; AID 624417; 410,000 compounds, 1.6% hits; also: potency is read from the fitted curve at half-maximal effect; % is scaled to controls: 0 for no effect and ±100 for the full control effect; nearly all actives have a fitted effect of over 55% in size
Target sequence (P43220 whole entry, looked up): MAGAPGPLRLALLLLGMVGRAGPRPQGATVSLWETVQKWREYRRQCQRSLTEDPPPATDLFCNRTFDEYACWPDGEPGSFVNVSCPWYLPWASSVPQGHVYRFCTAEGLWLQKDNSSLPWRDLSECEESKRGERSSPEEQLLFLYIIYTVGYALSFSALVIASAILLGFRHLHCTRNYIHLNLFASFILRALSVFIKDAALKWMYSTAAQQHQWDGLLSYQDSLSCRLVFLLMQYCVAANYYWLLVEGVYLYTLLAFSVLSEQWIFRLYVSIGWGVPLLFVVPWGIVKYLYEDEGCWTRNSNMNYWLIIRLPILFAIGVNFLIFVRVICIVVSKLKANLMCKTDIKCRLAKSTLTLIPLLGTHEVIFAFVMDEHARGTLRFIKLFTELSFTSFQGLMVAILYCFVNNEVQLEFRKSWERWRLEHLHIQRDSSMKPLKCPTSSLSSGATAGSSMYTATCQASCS
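Cells are plated, allowed 12 hours at 37 deg C, then treated with compounds for 24 hr before luciferase detection reagent is added and luminescence is read after 12 min at room temperature. The HEK293 line carries constitutively active GLP-1R with a cAMP-responsive reporter.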
GLP-1R agonist: GLP-1 receptor (human) agonism | P43220 | HEK293 GLP-1R CRE-luciferase, luminescence, 4-6 h; cells express a hypersensitive GLP-1R form | Potency, µM (top dose mostly 45.6 µM), without a hit: top-dose activation, hits mostly activators | 380,000 compounds, 0.007% hits | AID 624172; also: potency is read from the fitted curve at half-maximal effect; % of control where 0% means no effect
An asterisk follows results filed as active; i = inactive; ? = inconclusive; . = not tested or not shown; & = joins results of further samples; [ ] = dose if it differs, or a comment. Unless noted, calls follow the shape of the dose curve; as a rule, active = well fitted curve in the direction sought with a large enough effect; inconclusive = small, poorly fitted or top-dose-only effect, or another doubt; inactive = no such curve, though single readings can be large; an effect the other way counts as inactive or inconclusive. Only part of the results is shown. The share of hits here may be higher or lower than overall.

canonical_smiles,TDP-43 yeast inh,FUS yeast rescue,Akt phos inh,D3 antag,GLP-1R agonist,aSyn yeast inh,GLP-1R inv ag,Abeta rescue,PTHR1 ag
CCOC(=O)c1csc(N/N=C2\CCCc3ccccc32)n1,?,30%,i,28,-7%,8%,?,10%,13%
O=C(Nc1cc(C(F)(F)F)ccc1Cl)c1ccc2c(c1)CCN2S(=O)(=O)c1ccccc1,0%,12%,.,.,.,.,9%,-3%,i
CC(C)(C)NC(=O)N1CCN(S(=O)(=O)c2ccc3c(c2)CCC3)CC1,11%,15%,i,-8,-2%,-6%[1.84 µM],?,-6%,-43%
CCOc1ccccc1NC(=O)Cn1ncc2ccc([N+](=O)[O-])cc21,28%,8%,i,-21,10%,-1%,-16%,10%,i
CC(NC(=O)[C@H](NC(=O)[C@@H]1Cc2ccccc2CN1)c1ccccc1)c1ccccc1 (stereo partly specified),15%,-7%,i,-20,6%,0%,-15%,-4%,-19%
CCCCC(=O)Nc1ccc(C(=O)NCCCn2ccnc2)cc1,-22%,18%,i,10,-13%,2%,-17%,4%,i
O=C1CC(C(=O)Nc2cccc3ccccc23)C2(CCCC2)O1 (stereo unspecified),?,41%,i,-23,-8%,-5%,0%,18%,-17%
c1ccc(CSc2nnc(SCc3ccccn3)s2)nc1,-19%,11%,i,7,-10%,0%,0%,9%,-6%[57.5 µM]
COc1cc2ncnc(NCc3ccccc3)c2cc1OC,13%,-3%,i,5,29%,-6%,23%,5%,i
CSCCC(NC(=O)OC(C)(C)C)C(=O)NC(C(=O)NC(CC(C)C)C(N)=O)C(C)C (stereo unspecified),-4%,35%,i,6,-1%,1%,-11%,2%,i
CNC(=O)c1[nH]cnc1C(=O)N[C@@H](C)C(=O)OC(C)(C)C,4%,-14%,i,-21,4%,-2%,-10%,-12%,-13%
COc1cccc(-c2nnc(SCCC(=O)O)n2C)c1,-3%,5%,i,-3,-2%,-2%,0%,7%,i
O=C(CSc1ncc2c(n1)-c1ccccc1N(Cc1ccc(F)cc1)S2(=O)=O)c1ccc(Cl)cc1,22%,-8%,.,.,.,.,41%[activator],2%,0%
CCc1ccccc1NC(=O)c1cc(S(=O)(=O)N2CCCC2)c[nH]1,18%,7%,i,-24,8%,0%,8%,-13%,-2%
CC(C)(C)Cc1c(-c2ccc(F)cc2)nc2ccc(Cl)cn12,-32%[inhibitor],-9%,i,-4,-5%,7%,5.6µM*,2%,-50%[inhibitor]

Among those listed so far, two contain an aryl methoxy group.
canonical_smiles,TDP-43 yeast inh,FUS yeast rescue,Akt phos inh,D3 antag,GLP-1R agonist,aSyn yeast inh,GLP-1R inv ag,Abeta rescue,PTHR1 ag
COc1cc2ncnc(NCc3ccccc3)c2cc1OC,13%,-3%,i,5,29%,-6%,23%,5%,i
COc1cccc(-c2nnc(SCCC(=O)O)n2C)c1,-3%,5%,i,-3,-2%,-2%,0%,7%,i

(more compounds)
canonical_smiles,TDP-43 yeast inh,FUS yeast rescue,Akt phos inh,D3 antag,GLP-1R agonist,aSyn yeast inh,GLP-1R inv ag,Abeta rescue,PTHR1 ag
CC(=O)c1c(C)[nH]c(C(=O)N(CCc2ccccc2)Cc2ccccc2)c1C,-22%,32%,i,-7,24%,14%,?,16%,-28%
Nc1nc(NCCCN2CCOCC2)nc(Nc2ccc(F)cc2)c1[N+](=O)[O-],-2%,1%,i,-27,14%,3%,12%,-9%,-13%
C=CCc1cc(Cl)ccc1OCCOCCNC(C)(C)C,0%,-29%,i,-1,-6%,1%,?,1%,-18%
CCOP(=O)(OCC)C(Nc1cccc([N+](=O)[O-])c1)c1ccc(N(C)C)cc1 (stereo unspecified),12%,11%,i,-8,4%,0%,?,10%,-12%
O=C(O)C1C2C=CC(C2)C1C(=O)OCc1ccccc1 (stereo unspecified),0%,-30%,i,-3,-26%,11%,5%,3%,i
Nc1ccccc1SC1CC(=O)N(c2ccc3c(c2)OCCO3)C1=O (stereo unspecified),12%,-22%,i,6,5%,3%,-2%,12%,-5%
O=C(Cn1c(=O)n(CCCS(=O)(=O)C2CCCCC2)c(=O)c2ccccc21)Nc1ccccc1F,4%,2%,.,.,.,.,11%,-10%,i
CCC(C)[C@H](NC(=O)N1CC(=O)Nc2ccccc21)C(=O)N[C@H](Cc1ccccc1)C(=O)O (stereo partly specified),-4%,1%,i,8,-4%,-4%,-11%,-16%,-4%
O=C(Nc1ccc(Cl)cc1-c1nc2ccccc2s1)c1ccco1,11%,3%,i,6,-15%,0%,4%,-1%,-5%[57.5 µM]
Cc1cc(C)n2nc(C(=O)N(C)c3c(N)n(Cc4ccccc4)c(=O)[nH]c3=O)nc2n1,-2%,20%,i,?,4%,-2%,11%,-11%,-26%
Cc1ccccc1Cn1c2ccccc2c2cnn(CC(=O)NCCCc3ccccc3)c(=O)c21,7%,-13%,.,.,.,.,-8%,3%,-4%
CCOC(=O)CNC(=S)SC,-15%,-12%,i,12,1%,-10%,-22%,8%,i
COc1cc(/C=N/N2CCN(c3ccccc3OC)CC2)ccc1O,-6%,12%,i,13,2%,-3%,0%,2%,i
COc1cc(C(=O)NCc2ccc3c(c2)cc(C)n3C)cc(OC)c1OC,-24%[9.22 µM],?,i,-11,13%,-3%,6%,-9%,-2%
Cc1cc(=O)[nH]c(SCC(=O)N(CCC#N)c2ccccc2)c1C#N,-12%[0.397 µM],3%,i,-1,9%,3%,-24%,-7%,i
COC(=O)C1(C(=O)OC)c2ccccc2N(S(=O)(=O)c2ccc(C)cc2)C1CC(C)=O (stereo unspecified),9%,-2%,i,-13,.,7%,-21%,1%,-7%
CCOc1ccc(N(C)C(=O)c2oc(=O)c3ccccc3c2-c2ccccc2)cc1,9%,?,.,.,.,.,?,-17%,-40%[inhibitor]
Cc1cccc(OCc2nnc(NC(=O)Cc3cccs3)s2)c1,-14%,16%,i,?,-6%,0%,9%,-6%,-11%[57.5 µM]
CC1CC(=O)c2ccccc2C1C (stereo unspecified),-15%,-1%,i,3,2%,0%,-1%,4%,-14%
CCn1c(SCC#N)nc2ccccc2c1=O,9%,-5%,i,7,19%,-1%&-9%,56%[activator],-4%,i
O=C(O)c1ccccc1C(=O)c1ccc(N2CCOCC2)c([N+](=O)[O-])c1,-10%,16%,i,-21,1%,-3%,8%,14%,i
C[C@@H]1CN([C@@H](C)CO)C(=O)c2cc(Br)cnc2O[C@H]1CN(C)C(=O)Nc1ccc(F)cc1,18%,-1%,i,14,-3%,-7%,15%,-6%,i
CCOc1nc(OCC)c2cnn(C)c2n1,-5%,-10%,i,14,13%,7%,52%[activator],0%,0%
CCCn1nc(NC(=O)C2CCCO2)c2cc3cc(C)ccc3nc21 (stereo unspecified),35µM*,21%,i,26,3%,-2%,0%,-22%,-7%[57.5 µM]
O=C1N=C(N2CCCCC2)SC1=C1CCCC1,-21%,6%,.,27,14%,1%,5%,0%,-1%[57.5 µM]
CCOC(=O)C1(Cc2ccccc2C(F)(F)F)CCN(C2CCCC2)CC1,-5%[0.397 µM],6%,i,-19,0%,-1%,?,13%,i
O=C(CSc1ncnc2scc(-c3ccccc3)c12)NCc1ccc2c(c1)OCO2,17%,2%,i,14,21%,0%,?,1%,-27%
O=C1C(=O)N(c2ccccc2)C(c2ccccc2[N+](=O)[O-])/C1=C(\O)c1ccccc1 (stereo unspecified),-8%,22%,i,-1,4%,3%,-3%,-7%,-14%
O=c1oc2ccccc2cc1-c1nc(-c2cccs2)cs1,-19%,15%,i,-7,4%,-1%,9%,-17%,?
COc1ccc(S(=O)(=O)N2CCN(Cc3ccccc3[N+](=O)[O-])CC2)cc1,-18%,17%,i,-16,13%,-3%,-18%,5%,-16%
NC(=O)c1ccc(NC(=O)CCCc2nc(-c3ccccc3Cl)no2)cc1,-16%,42%,i,-4,5%,-3%,90%[activator],11%,-6%[57.5 µM]
O=S(=O)(Cc1ccc(Cl)cc1)NCC1CCCO1 (stereo unspecified),-9%,-6%,i,2,5%,0%,-12%,17%,i
O=C(Oc1cccccc1=O)c1ccccc1,-55%[inhibitor],-20%,i,-2,-3%,0%,10µM*,-23%,i
Cc1cc(C)c2c(c1)OC(=O)CC2c1ccc2c(c1)OCO2 (stereo unspecified),26%,14%,i,0,-4%,13%,-7%,28%,i
CCOC(=O)c1cnc(SC)nc1Sc1cc(Cl)ccc1Cl,-15%,?,i,?,5%,-7%,1%,-8%,0%[57.5 µM]
COc1ccc(C)cc1N=Nc1ccc(O)c2ncccc12,0%,4%,i,-117*,-8%,?,?,?,i
Cc1ccc(COC(=O)c2[nH]c3c(c2C)C(=O)CC(c2ccc(N(C)C)cc2)C3)cc1 (stereo unspecified),23%,0%,.,.,.,.,12%,-2%,i
